Screening results (PubChem BioAssay)
ALOX12 inh = ALOX12 (human) lipoxygenase inhibition; 1.1% of 580,000 active; purified 12hLO, xylenol orange hydroperoxide absorbance; Potency, µM (doses to about 108 µM), for inactives: at the highest dose activity change, negative = inhibition, usual class: inhibitors; P18054; AID 1671190; active = well fitted inhibition curve with a large enough effect; inconclusive = small, poorly fitted or top-dose-only effect, or another doubt; inactive = no such curve, though single readings can be large or run the other way
Target sequence (P18054 whole entry, looked up): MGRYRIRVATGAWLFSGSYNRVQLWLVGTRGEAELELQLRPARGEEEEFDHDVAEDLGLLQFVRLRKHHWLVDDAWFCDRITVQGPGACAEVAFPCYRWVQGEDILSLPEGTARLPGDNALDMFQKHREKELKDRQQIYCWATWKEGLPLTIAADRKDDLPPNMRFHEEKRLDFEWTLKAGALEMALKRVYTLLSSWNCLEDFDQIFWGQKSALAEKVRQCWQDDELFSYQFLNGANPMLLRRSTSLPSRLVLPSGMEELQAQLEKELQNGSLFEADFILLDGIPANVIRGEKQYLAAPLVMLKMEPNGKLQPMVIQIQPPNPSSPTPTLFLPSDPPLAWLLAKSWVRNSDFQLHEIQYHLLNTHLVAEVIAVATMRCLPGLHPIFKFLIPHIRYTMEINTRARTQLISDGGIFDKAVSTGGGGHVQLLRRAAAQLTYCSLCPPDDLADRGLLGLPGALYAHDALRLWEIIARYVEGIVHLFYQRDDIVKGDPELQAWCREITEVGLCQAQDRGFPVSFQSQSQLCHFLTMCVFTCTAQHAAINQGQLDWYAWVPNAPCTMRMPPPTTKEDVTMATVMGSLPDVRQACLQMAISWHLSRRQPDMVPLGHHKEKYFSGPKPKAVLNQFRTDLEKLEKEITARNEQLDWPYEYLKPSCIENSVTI
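Purified human 12hLO at 150 nM in 25 mM Hepes, 0.01% Triton X-100, pH 7.0, preincubated 15 min at room temperature with compound. Reaction started with 40 uM arachidonic acid, 30 min at room temperature. Hydroperoxide measured by Fe-xylenol orange, 573/405 nm absorbance ratio.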
Starred values were filed as active, the others as inactive; ? = inconclusive; [ ] = remark or other dose. % is set by controls: 0 for no effect and ±100 for the full control effect; potency is the fitted concentration of half-maximal effect. An excerpt; the hit share may differ from the screen's.

ALOX12 inh | Molecule
1.8% | CNC(=O)c1cc[nH]c1C1CCCN(Cc2scnc2C)C1 (stereo not drawn)
-2.4% | CCCNC(=O)CSc1ncc(-c2ccccc2)o1
9.4% | CCC(=O)N1CCCC(C(=O)N(C)Cc2cccc(C(F)(F)F)c2)C1 (stereo not drawn)
6.4% | CC(CC(=O)NNC(=O)CC1CCCCC1)CC(=O)Nc1cccc(Br)c1 (stereo not drawn)
? | N#Cc1ccc(NC(=O)CCC(=O)c2ccc3c(c2)CCC3)cc1
73.9%[activator] | Cc1ccc(-c2cc(N3CCC(CNC(=O)c4cccc(N(C)C)c4)CC3)n[nH]2)cc1
54.4%[activator] | CN1C(=O)c2cccn2CC1CNC(=O)c1[nH]nc2c1COc1ccccc1-2 (stereo not drawn)
1.0% | Cc1ccn2c(=O)cc(CSc3ccc4ccccc4n3)nc2c1
? | CC(C)(C)C1CCC2(CC1)NC(=O)N(CC(=O)Nc1ccc3c(c1)OCCO3)C2=O (stereo not drawn)
? | CC(C)[S+](=O)([O-])N1CCN(c2ccc(Cl)nn2)C(=O)C1
23.2% | COc1ccccc1-n1cc(C(=O)NCc2cc3n(n2)CCNC3)cn1
? | Cc1oc(-c2ccccc2)nc1CC(=O)Nc1ccc(Br)cc1F

Structures shown so far with fluorine:
ALOX12 inh | Molecule
9.4% | CCC(=O)N1CCCC(C(=O)N(C)Cc2cccc(C(F)(F)F)c2)C1 (stereo not drawn)
? | Cc1oc(-c2ccccc2)nc1CC(=O)Nc1ccc(Br)cc1F

More entries follow.
ALOX12 inh | Molecule
-24.1% | Cc1ccccc1NC(=O)C1CCN(c2nc3ccccc3o2)CC1
-23.4% | Cc1ccc(Nc2nc(N(C)C)nc3nccnc23)c(C)c1
-40.1% | CN(CC(=O)Nc1ccc(Cl)c(Cl)c1)CC(=O)N(CCC#N)c1ccccc1F
-1.8%[6.33 µM] | O=C(C1CCc2nnc(C3CCN([S+](=O)([O-])c4ccccc4)CC3)n21)N1CCN(c2ncccn2)CC1 (stereo not drawn)
13.0%[176 µM] | NC(=O)[C@H](CC1CCCCC1)NC(=O)[C@H]1CNCCN1C(=O)NC1CCCCC1
2.3% | COc1ccc(CCC(=O)N2CCC[C@H]2c2nc(-c3ccccc3)no2)cc1
19.1% | O=C(c1cccc(Br)c1)N1CCN(c2cc(-c3cccs3)[nH]n2)CC1
18.2% | Cc1ccc2nc(C)c(C(=O)N3CCC(CN(C)C(C)C)CC3)cc2c1
28.5% | c1cc2nsnc2cc1CN1CCCN(C2CCCC2)CC1
-55.9% | Cc1cc(C)cc(NC(=O)CSc2nnc(-c3cccs3)n2-n2cccc2)c1
3.4% | CCCCn1nc(C(=O)Nc2cc(Cl)ccc2C)c2ccccc2c1=O
-0.4% | CC(C)Cn1cnc2c1c(=O)n(CC(=O)OCc1ccc(F)cc1)c(=O)n2Cc1ccccc1
100.0%[activator] | COc1ccc(C)cc1NC(=O)NCC1CCCN(C(C)C)C1 (stereo not drawn)
1.7%[176 µM] | Cc1ccccc1-c1cc(C(=O)NCCN2CCNC2=O)c2c(c1)N(C)CCO2
6.2%[176 µM] | N[C@H]1CO[C@H]2[C@@H]1OC[C@@H]2n1cc(CC2CCCCC2)nn1
51.2% | CC(Sc1nnc(-c2ccco2)n1-c1ccccc1)C(=O)NCc1ccc2c(c1)OCO2 (stereo not drawn)
25.9% | CCNC(=O)c1n[nH]c2c1CN(C(=O)c1ccccc1OC(F)(F)F)CC2
-2.7%[176 µM] | Cc1cc2ncc(C(=O)NCc3ccccc3)cn2n1
46.8%[activator] | Cc1ccc(-n2nc3n(c2=O)CCN(C(=O)c2ccccc2F)C3)cc1
9.2% | Cc1ccc(NC(=O)CN2CCC(C(=O)N3CCCCCC3)CC2)cc1
11.2% | CCC(C)NC(=O)c1cc2cc(OC)ccc2oc1=O (stereo not drawn)
52.5%[activator] | CN(C)[C@@H]1CN(Cc2cccc(C#N)c2)C[C@H]1CO
4.5% | COc1ccc(C(=O)N2CCCOCCNC(=O)CC2)c(OC)n1
29.4% | CCc1ccccc1NC(=O)N(C)CC1CCOCC1
-12.5%[176 µM] | COc1ccc(-c2nc(N3CCOCC3)cc3c2CN(CC2CC2)C3=O)cn1
2.1% | O=C(COC(=O)c1nn(-c2ccccc2)c(=O)c2ccccc12)Nc1ccccc1Cl
-10.2%[57.4 µM] | C#C[C@]1(O)CC[C@H]2[C@H]3CCc4cc(OC)ccc4[C@H]3CC[C@@]21C
20.2% | COCc1ncc(C)n1C1CCN(C(=O)C2CCC2)CC1
? | O=C(c1ccc(C(F)(F)F)cc1)N1CCc2nc(C3CC3)nc(-c3ccc(Cl)cc3)c2C1
5.5% | O=c1[nH]n(CCn2cc(C3CCCNC3)nn2)c(=O)c2ccccc12 (stereo not drawn)
? | O=C(NCC1(COc2cnccn2)C[C@@H](O)[C@@H](O)C1)C1CCCC1 (stereo partly drawn)
2.4% | Cc1cc(C)n(CCC(=O)NCc2cccnc2Oc2ccccc2F)n1
1.9% | Cc1ccc(NC(=O)N2CCN(C3=Nc4ccccc4Oc4ccccc43)CC2)c(Cl)c1
? | FC(F)(F)c1ccccc1/C=N/Nc1ccc(Cl)c(Cl)c1
80.2%[activator] | O=C(C1CCC(CO)CC1)N1CCC2(CCC(=O)N(C3CC3)C2)CC1 (stereo not drawn)
-0.4% | Cc1ccc(CNC(=O)c2ccc3c(c2)N(C)C2CCCN2C3=O)cc1C (stereo not drawn)

In the list so far, 4 contain an aryl thioether with sulfur outside any ring:
ALOX12 inh | Molecule
-2.4% | CCCNC(=O)CSc1ncc(-c2ccccc2)o1
1.0% | Cc1ccn2c(=O)cc(CSc3ccc4ccccc4n3)nc2c1
-55.9% | Cc1cc(C)cc(NC(=O)CSc2nnc(-c3cccs3)n2-n2cccc2)c1
51.2% | CC(Sc1nnc(-c2ccco2)n1-c1ccccc1)C(=O)NCc1ccc2c(c1)OCO2 (stereo not drawn)

The list continues.
ALOX12 inh | Molecule
28.2% | Cc1ccc2oc(C(=O)NCc3ccncc3)cc(=O)c2c1
? | N#Cc1ccc(/C=C2/CCOc3ccc(Br)cc3C2=O)cc1
-6.4%[176 µM] | O=C1OC[C@@H]2CCN(Cc3ccc(F)c(F)c3)Cc3ccc(F)cc3N12
10.5% | O=C1CC(c2ccccc2)N(C(=O)CNC(=O)c2cc(C3CC3)[nH]n2)CCCCCCN1 (stereo not drawn)
-2.3% | CC(=O)N1CCC[C@H]1C(=O)NCC1Cc2cc(-c3cnccn3)cc(Cl)c2O1 (stereo partly drawn)
? | CCCc1cc(=O)[nH]c(SCc2nnc(-c3ccc(OC)cc3)o2)n1
? | COC(=O)[C@@H]1Cc2ncn(C)c2CN1C(=O)c1ccccc1
6.5%[6.33 µM] | CC(C)(C)OC(=O)NCCCC(=O)N1CCN(c2cccc(C=O)c2)C(=O)C1
-4.6% | Cn1cc(C(=O)N2CCN(S(=O)(=O)c3ccc(F)cc3)CC2)c2ccccc21
? | Cc1ccc(NC(=O)c2cnc(-c3ccccc3)nc2-c2ccncc2)c(Br)c1
42.2%[activator] | CCc1ccc(C(=O)N2C[C@@H](COC)[C@H](c3nc(C)no3)C2)cc1
-10.0% | CCc1cccc(C)c1NC(=O)Cn1ccn(-c2ccc(OC)c(OC)c2)c(=O)c1=O
33.3% | O=C(c1cc(-c2ccccc2)nc2ccccc12)N(Cc1ccco1)C1CC1
? | CCCCC(=O)N1CCN(c2nc(-c3ccco3)c3c(c2C#N)CCCC3)CC1
7.0% | O=C(COc1ccccc1)N[C@@H]1CN(c2ncccn2)C[C@H]1CO
23.4% | Cc1ccc(-c2nn(C)c(=O)c3c2CCCC3)cc1S(=O)(=O)N1CCCCCC1
-2.3% | COc1cc(C(C)=O)ccc1OS(=O)(=O)c1ccc2c(c1)CCCC2
-3.7% | CC(C)C(=O)Nc1ccc(Cl)c(C(N)=O)c1
-29.6% | CC(Sc1n[nH]c(=O)n1CCc1ccccc1)C(=O)c1cccc(Cl)c1 (stereo not drawn)
? | Fc1ccccc1NC(=S)NCCC(c1ccccc1)c1ccccc1
-1.2% | COc1cc2c(cc1CNC(=O)C1CC(=O)N(Cc3cccnc3)C1)CCC2 (stereo not drawn)
8.2% | CN(Cc1ccc2nonc2c1)C(=O)COc1ccc(Cl)cc1Cl
? | CS(=O)(=O)c1ccc2nc(NC(=O)CSCc3ccc(Cl)cc3)sc2c1
-14.2% | Cc1nnnn1CC(=O)Nc1nn(Cc2ccccc2)c2cccc(OC(C)C)c12
? | CCCNS(=O)(=O)c1cccc2cc(C)cnc12
16.9% | O=C(NCC1CCCO1)N1CCCCCCn2c(nnc2-c2ccc(F)cc2)CC1 (stereo not drawn)
? | COc1ccccc1/C=C/C(=O)Oc1c(C)ccc(C)c1C
0.5% | Cn1c(=O)c2c(ncn2CC(=O)Nc2nc(-c3cccc4ccccc34)cs2)n(C)c1=O
-7.2% | CCCNC(=O)NC(=O)CSc1nc2ccccc2c(=O)n1CC
-14.3% | CC(C)NC(=O)CN(C)c1nc(-c2ccncc2)nc2ccccc12
-55.8% | CCN(C(=O)CSc1nc(-c2ccccc2Cl)nc2cc(=O)[nH]n12)c1ccccc1
-4.6%[57.4 µM] | CCC(CC)[C@H](NC(C)=O)[C@@H]1[C@H](O)[C@@H](C(=O)O)C[C@@H]1N=C(N)N
10.9%[176 µM] | CN(Cc1ccc(-c2ccccc2)cc1)C(=O)c1ccccc1F
40.8%[activator] | COC(=O)CNC(=O)N1c2ccccc2CC1c1nc(C2CC2)no1 (stereo not drawn)
9.4% | Cc1cccn2cc(CSc3ncc(C(F)(F)F)cc3Cl)nc12
-25.7% | CCCC(=O)Nc1ccc(OCC)c2ncccc12
-19.6%[176 µM] | COCC(=O)N1CC(CNc2ccccc2)C2(C1)CN(c1ccccc1)C2 (stereo not drawn)
-0.9% | CCC(C)Sc1ccc(N)c(C(F)(F)F)c1 (stereo not drawn)
0.9% | COCCNc1nc(C)nc2c1CCN(C(=O)c1ccoc1)CC2
-3.6% | Cc1cccc(C(=O)NCCc2noc(C3CC3)n2)c1
-16.4% | COc1ccc(-c2ocnc2C(=O)Nc2ccc(Br)cc2F)cc1
? | COC(=O)c1ccc(C(=O)Oc2ccc(C(C)=O)cc2)cc1
-21.6% | O=[N+]([O-])c1ccc(/C=N/Nc2ccc(C(F)(F)F)cn2)cc1
-29.7% | CCOC(=O)/C=c1/s/c(=C/c2ccsc2)c(=O)n1C
23.0% | CNS(=O)(=O)c1cc(NC(=O)c2cccc(OCc3c(C)noc3C)c2)ccc1C
1.7% | NC(=O)[C@H](Cc1ccc(O)cc1)NC(=O)[C@@]1(O)C[C@@H](O)[C@H](O)[C@@H](NC(=O)Nc2ccc(OC(F)(F)F)cc2)C1
41.4%[activator] | O=C(Cc1c(F)cccc1Cl)N1C[C@@H](CO)[C@H](c2ccccn2)C1
13.5% | Cc1onc(-c2cnn(C)c2NCc2ccccc2)c1C(=O)N1CCC(c2ccccc2)CC1
29.2% | CN1C(=O)[C@H]2CN(Cc3ccc(Br)cc3)C[C@H]2C1=O
? | O=C(O)C1C2C=CC(C2)C1C(=O)Nc1ccccc1C(F)(F)F (stereo not drawn)
-1.2% | Fc1ccccc1NCc1nnc2n1CCCCC2
? | CCC[C@H]1[C@@H](NC(=O)Nc2ccc(C(F)(F)F)cc2)CC[C@@]23CCCN2C(=O)CCC[C@@H]13
-7.5%[176 µM] | CO[C@@H]1CO[C@H]2[C@@H]1OC[C@@H]2n1nnnc1C(C)C
1.5% | Cc1ccc(CN2CC(Oc3ccccc3C(=O)NCc3ccccc3)C2)o1
9.9% | O=S(=O)(N[C@H]1CO[C@H]2[C@@H]1OC[C@@H]2n1nnnc1-c1ccccc1)c1cccc2cccnc12
-11.8% | Cc1ccc(NC(=O)c2cnc(N3CCCCC3)c3ccccc23)cc1
31.1%[activator] | CC(=O)N1CCCc2cc(S(=O)(=O)NCc3cccs3)ccc21
34.2%[activator] | O=C(NCCCN1CCOCC1)c1cccnc1N1CC2CC(C1)[C@H]1CCCC(=O)N1C2 (stereo partly drawn)
? | CN(C)c1cccc(Nc2nc3ccccc3nc2NS(=O)(=O)c2cccs2)c1
? | CCCCCn1nc(C(=O)Nc2ccc(C(=O)NC(C)(C)C)cc2)c2ccccc2c1=O

(next part)
ALOX12 inh | Molecule
? | Cc1ccc(Nc2ccc3nonc3c2[N+](=O)[O-])cc1Cl
? | CCC(=O)Nc1ccc(S(=O)(=O)NCCn2nc(-c3ccc(Cl)cc3)ccc2=O)cc1
? | CCCCCCCCN1c2ccccc2S(=O)c2ccccc21
6.3% | CCc1noc(-c2ccn3c(CNC(=O)COc4ccc(F)cc4)nnc3c2)n1
48.6%[activator] | Cn1cnnc1CC1CCCN(C(=O)c2ccco2)C1 (stereo not drawn)
-20.0% | O=C(NCCc1cccnc1)c1ccc(F)cc1F
3.0% | COc1ccc(-c2csc(NC3OC(=O)c4c3ccc(OC)c4OC)n2)cc1 (stereo not drawn)
-14.0% | CCc1ccc(-c2cc(C(F)(F)F)on2)cc1S(=O)(=O)Nc1ccc2c(c1)OCCO2
9.8% | Cc1cc(=O)n(CC(=O)NC(C)CCc2ccccc2)c(-c2ccc(F)cc2)n1 (stereo not drawn)

5 entries drawn at random from those above:
ALOX12 inh | Molecule
-23.4% | Cc1ccc(Nc2nc(N(C)C)nc3nccnc23)c(C)c1
2.3% | COc1ccc(CCC(=O)N2CCC[C@H]2c2nc(-c3ccccc3)no2)cc1
1.7%[176 µM] | Cc1ccccc1-c1cc(C(=O)NCCN2CCNC2=O)c2c(c1)N(C)CCO2
? | O=C(NCC1(COc2cnccn2)C[C@@H](O)[C@@H](O)C1)C1CCCC1 (stereo partly drawn)
40.8%[activator] | COC(=O)CNC(=O)N1c2ccccc2CC1c1nc(C2CC2)no1 (stereo not drawn)
